Screens (PubChem)
S2 tox: reduces viability in counter-screen for ATXN expression inhibitors | S2 cells (HEK-293 line with an ATXN2-luciferase reporter) viability, CellTiter-Fluor protease fluorescence, 24 h | 400,000 compounds, 0.49% hits | Potency, µM (titrated, usually from 56.7 µM), most hits filed as cytotoxic; further: potency means the concentration at half of the fitted maximal effect; nearly all actives have a fitted effect of over 40% in size
Nrf2 inh: blocks Nrf2 signaling; A549 ARE-Fluc reporter, luciferase luminescence, 18-24 h; 360,000 compounds, 2.1% hits; AID 504444; Potency, µM (doses to about 46 µM), inactives show at the top dose activity change, negative = inhibition, hits mostly inhibitors; further: potency means the concentration at half of the fitted maximal effect; on the % scale 0 is the no-effect control and ±100 the full control effect; nearly all actives have a fitted effect of over 60% in size
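Cells were seeded and rested 2 h, then exposed to compounds for 18-24 h. CellTiter-Fluor was read first as a viability measure. BugLite was added 15 min before the final luminescent read of ARE-luciferase activity in A549 cells.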
ATXN2 expr inh: inhibitors of ATXN2 expression; HEK-293 ATXN2-luciferase reporter, luminescence, 24 h; Potency, µM (series often up to 57 µM), for inactives: top-dose activity change, negative = inhibition, most hits filed as inhibitors; 360,000 compounds, 0.72% hits; AID 1745845; further: potency means the concentration at half of the fitted maximal effect; on the % scale 0 is the no-effect control and ±100 the full control effect; nearly all actives have a fitted effect of over 55% in size
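ATXN2-luciferase reporter cells (luciferase flanked by upstream and downstream ATXN2 gene portions) were treated 24 h at 37 °C with compounds at up to 57 uM. SteadyGlo luminescence gave expression; GF-AFC fluorescence gave viability.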
TGFb SMAD3 inh: blocks TGF-b signaling; HepG2 CAGA-GFP TGF-b/SMAD3 reporter, GFP fluorescence, 18 h; TGF-beta stimulated, 500 pg/mL final; Potency, µM (titrated, usually from 46.1 µM), for inactives: top-dose activity, negative = inhibition, usual class: inhibitors; 410,000 compounds, 1.2% hits; AID 588855; further: potency means the concentration at half of the fitted maximal effect; on the % scale 0 is the no-effect control and ±100 the full control effect; nearly all actives have a fitted effect of over 65% in size
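HEPG2 CAGA-GFP reporter cells (1000/well, DMEM with 1% FBS) received compounds, then recombinant TGF-beta at 500 pg/mL final for 18 hours at 37 degrees C. Per-cell GFP summed per well was normalised to unstimulated and stimulated DMSO controls before curve fitting.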
Nrf2 activator: activates Nrf2 signaling. AREc32 ARE-luciferase reporter (MCF7-derived line), luminescence, 24 h. Potency, µM (top dose mostly 46.1 µM), for the others: at the highest dose activation, usual class: activators. 410,000 compounds, 0.31% hits. AID 624171; further: potency means the concentration at half of the fitted maximal effect; % of control where 0% means no effect; nearly all actives have a fitted effect of over 65% in size
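Nrf2 activation is followed as ARE-luciferase induction in the AREc32 line after one day of compound treatment; luminescence is read with Steady-Glo.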
A549 viability: counter-screen for Nrf2 inhibitors: cytotoxicity in A549 cells; A549 ARE-Fluc cells, CellTiter-Fluor viability, 18-24 h; Potency, µM (highest dose often 46 µM), for the others: at the highest dose activity change, negative = cytotoxicity, actives largely listed as inhibitors; 390,000 compounds, 0.16% hits; further: potency means the concentration at half of the fitted maximal effect; on the % scale 0 is the no-effect control and ±100 the full control effect
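A549 ARE_Fluc cells in 5% FBS OPTI-MEM were exposed to compounds in concentration-response for 18-24 h at 37 deg C. Viability was read by CellTiter-Fluor fluorescence (Ex 405/Em 525) after 30 min, before the luciferase read.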
IL-2 act: activates IL-2 in a cell-based reporter assay; 360,000 compounds, 0.065% hits; AID 652025; IL-2 activation reporter assay, cell-based qHTS; stimulated with anti-CD3/CD4/CD28 beads; in transgenic mouse T cells; activation, % (series mostly up to about 46 µM); in the data active means activation above about 50%; inconclusive means mostly about 30% to 49%; further: 0% is about no effect
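Readout: EGFP and DsRed signals by fluorescent plate cytometry. Unstimulated transgenic mouse T cells received compound 60 min before antibody-bead stimulation, then incubated 18 h at 37 degrees C.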
EPAC2 ag: agonists of human EPAC2 (RAPGEF4). Q8WZA2. EPAC2 activation, biochemical qHTS; response scale: 100% = 6.5 mM cAMP response. Potency, µM (highest dose often 154 µM), without a hit: at the highest dose activation, usual class: activators. 360,000 compounds, 0.079% hits. AID 720711; further: potency means the concentration at half of the fitted maximal effect; nearly all actives have a fitted effect of over 50% in size
Target sequence (Q8WZA2 whole entry, looked up): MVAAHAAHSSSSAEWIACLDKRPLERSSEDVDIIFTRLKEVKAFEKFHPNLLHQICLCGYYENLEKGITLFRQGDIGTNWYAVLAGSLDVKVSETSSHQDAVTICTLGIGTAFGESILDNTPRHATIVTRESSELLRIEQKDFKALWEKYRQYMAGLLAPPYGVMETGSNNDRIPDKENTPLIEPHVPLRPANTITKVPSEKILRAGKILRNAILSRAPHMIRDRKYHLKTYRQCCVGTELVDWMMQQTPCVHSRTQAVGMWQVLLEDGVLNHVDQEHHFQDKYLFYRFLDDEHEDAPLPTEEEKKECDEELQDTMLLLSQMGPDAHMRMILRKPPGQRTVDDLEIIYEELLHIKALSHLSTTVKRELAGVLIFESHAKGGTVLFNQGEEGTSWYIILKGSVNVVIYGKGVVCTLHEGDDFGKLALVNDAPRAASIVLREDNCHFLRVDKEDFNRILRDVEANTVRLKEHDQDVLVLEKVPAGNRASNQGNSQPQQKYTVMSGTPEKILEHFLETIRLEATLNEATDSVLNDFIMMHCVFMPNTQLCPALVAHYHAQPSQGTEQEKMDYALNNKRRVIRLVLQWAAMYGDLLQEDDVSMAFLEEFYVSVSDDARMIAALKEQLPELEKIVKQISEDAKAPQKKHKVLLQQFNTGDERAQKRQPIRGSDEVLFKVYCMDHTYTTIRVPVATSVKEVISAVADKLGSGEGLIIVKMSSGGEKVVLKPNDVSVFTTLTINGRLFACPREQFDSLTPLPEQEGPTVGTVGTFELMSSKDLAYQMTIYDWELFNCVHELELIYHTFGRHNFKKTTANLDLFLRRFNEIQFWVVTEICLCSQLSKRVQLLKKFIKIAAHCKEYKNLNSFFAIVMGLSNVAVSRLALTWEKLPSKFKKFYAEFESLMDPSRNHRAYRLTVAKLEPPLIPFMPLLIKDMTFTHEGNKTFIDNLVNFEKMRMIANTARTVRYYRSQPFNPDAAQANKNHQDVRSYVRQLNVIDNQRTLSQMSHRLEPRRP
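Compounds were added across a concentration range to EPAC2 (100 nM), RAP1B-BODIPY-GDP (250 nM) and GDP (50 uM). After 5 min at room temperature, fluorescence was recorded at 5-min intervals for 30 min.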
HepG2 tox: kills HepG2 cells in TGF-b inhibitor counter-screen; HepG2 CAGA-GFP viability, ATP luminescence, 18 h; Potency, µM (highest dose often 46.1 µM), inactives show top-dose activity change, negative = cytotoxicity, usual class: cytotoxic; 410,000 compounds, 0.76% hits; further: potency means the concentration at half of the fitted maximal effect; some results filed as inactive show a strong effect at the top dose
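CellTiter-Glo luminescence gave cytotoxicity after 18 hours at 37 degrees C. The cells were HepG2 CAGA-GFP in 1% FBS DMEM, stimulated with 500 pg/mL TGF-beta after compound addition. %Activity was normalised to no-cell wells (complete cell-killing) and DMSO (no toxicity), and curves were fitted and classified.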
The depositor's hits bear a star; i = inactive; ? = inconclusive; . = no result given; [ ] = another dose, or the depositor's remark. Unless noted, the call rests on the fitted dose curve; in most records, active means well fitted curve in the direction sought with a large enough effect; inconclusive means small, poorly fitted or top-dose-only effect, or another doubt; inactive means no such curve, though single readings can be large; an effect the other way counts as inactive or inconclusive.

SMILES	S2 tox	Nrf2 inh	ATXN2 expr inh	TGFb SMAD3 inh	Nrf2 activator	A549 viability	IL-2 act	EPAC2 ag	HepG2 tox
CCCCn1c(-c2cc(Cl)ccc2OC)n[nH]c1=S	i	.	-4.7%	-6.3%	-1.2%	13.7%	-1.5	1.5%	-3.2%
CC(C)NC(=O)NC(=O)COc1ncnc2sccc12	i	-8.2%	-0.2%	1.3%	0.4%	-1.6%	-1.4	7.5%	-0.6%
O=C(Cc1c(F)cccc1Cl)Nc1nc2ccccc2s1	?	1.2%	5.1%	-46.8%	2.8%	-0.1%	0.3	14.5%	-32.2%
CCOC(=O)Cn1c(=O)oc2cc(S(=O)(=O)N3CCN(c4cccc(C)c4C)CC3)ccc21	i	-1.2%	-7.6%	-25.6%	-0.2%	-2.6%	.	.	-10.5%
Fc1ccc2nc(N3CCCCC3)sc2c1	i	?	41.4%[activator]	-14.4%	0.3%	1.5%	0.7	5.1%	-11.5%
COc1ccc(CNC(=O)COc2ccc(S(=O)(=O)NC(C)C)cc2)cc1	i	9.9%	-7.0%	-0.3%	0.2%	7.6%	-1.6	2.0%	9.2%
CCCCC(=O)Nc1ccc(C(=O)NCCCn2ccnc2)cc1	i	-10.5%	12.2%	-15.1%	-0.5%	-9.9%	0.0	-0.3%	-4.0%
CCCCC(=O)Nc1ccc(N2CCCC2)cc1	?	15.0%	7.0%	20.0%	0.9%	2.2%	-0.9	-15.0%	12.8%
COc1ccc(S(=O)(=O)N2CCN(Cc3ccccc3[N+](=O)[O-])CC2)cc1	i	?	-30.1%	-23.3%	3.4%	13.5%	-0.6	20.3%	-42.3%
COCCC1CCCCN1C(=O)c1ccc2nc(Cc3ccccc3F)oc2c1 (stereo not given)	i	?	53.0%[activator]	2.9%	6.7%	-1.7%	-4.4	1.4%	-17.6%
Cc1ccc(S(=O)(=O)Nc2ccc(NC(=O)CN3CCCCC3)cc2)cc1	i	8.8%	3.0%	-0.8%	0.1%	-4.9%	1.0	-6.3%	0.1%
Cc1nn(CC(=O)OCCOc2ccc(Br)cc2)c(C)c1[N+](=O)[O-]	i	-7.2%	-7.3%	74.0%[activator]	0.4%	0.9%	0.6	18.7%	70.4%

A portion from further up:
SMILES	S2 tox	Nrf2 inh	ATXN2 expr inh	TGFb SMAD3 inh	Nrf2 activator	A549 viability	IL-2 act	EPAC2 ag	HepG2 tox
CCCCn1c(-c2cc(Cl)ccc2OC)n[nH]c1=S	i	.	-4.7%	-6.3%	-1.2%	13.7%	-1.5	1.5%	-3.2%
CC(C)NC(=O)NC(=O)COc1ncnc2sccc12	i	-8.2%	-0.2%	1.3%	0.4%	-1.6%	-1.4	7.5%	-0.6%
O=C(Cc1c(F)cccc1Cl)Nc1nc2ccccc2s1	?	1.2%	5.1%	-46.8%	2.8%	-0.1%	0.3	14.5%	-32.2%
CCOC(=O)Cn1c(=O)oc2cc(S(=O)(=O)N3CCN(c4cccc(C)c4C)CC3)ccc21	i	-1.2%	-7.6%	-25.6%	-0.2%	-2.6%	.	.	-10.5%
Fc1ccc2nc(N3CCCCC3)sc2c1	i	?	41.4%[activator]	-14.4%	0.3%	1.5%	0.7	5.1%	-11.5%
COc1ccc(CNC(=O)COc2ccc(S(=O)(=O)NC(C)C)cc2)cc1	i	9.9%	-7.0%	-0.3%	0.2%	7.6%	-1.6	2.0%	9.2%
CCCCC(=O)Nc1ccc(C(=O)NCCCn2ccnc2)cc1	i	-10.5%	12.2%	-15.1%	-0.5%	-9.9%	0.0	-0.3%	-4.0%
CCCCC(=O)Nc1ccc(N2CCCC2)cc1	?	15.0%	7.0%	20.0%	0.9%	2.2%	-0.9	-15.0%	12.8%

Further records follow.
SMILES	S2 tox	Nrf2 inh	ATXN2 expr inh	TGFb SMAD3 inh	Nrf2 activator	A549 viability	IL-2 act	EPAC2 ag	HepG2 tox
ClCc1c2ccccc2cc2ccccc12	i	10.7%	-4.1%	-0.8%	2.3%	9.4%	0.5	18.4%	-24.2%
COc1ccc(NC(=O)Nc2ccc(C(=O)N3CCOCC3)cc2)cc1	i	4.1%	-11.7%	2.0%	-0.3%	8.7%	-1.7	-10.7%	8.6%
COCCN(C(=S)Nc1ccc(C(C)C)cc1)C(C)c1cccs1 (stereo not given)	i	2.7%	.	?	0.0%	?	-0.8	9.9%	-43.7%
COc1cc(CNn2cnnc2)ccc1OCC(=O)NC(C)(C)C	i	-5.6%	2.9%	-12.2%	0.3%	0.2%	-0.6	10µM*	-10.5%
COc1ccc(C)cc1N(C(=O)CNC(=O)c1ccco1)C(C(=O)NC1CCCC1)c1cccnc1 (stereo not given)	i	-8.3%	-6.4%	-9.0%	0.6%	-3.7%	-1.8	8.8%	-11.1%
Cc1ccc(C(=O)OCC(=O)NC(C)c2ccccc2)s1 (stereo not given)	i	1.8%	-10.5%	27.2%	2.3%	0.7%	0.8	5.4%	8.4%
CCOC(=O)c1ccccc1NC(=O)c1cccc(F)c1	i	.	-4.1%	?	0.4%	1.7%	0.5	11.7%	-14.4%
O=C1C2=C(CCCC2)C(=O)N1c1cccc(OCCBr)c1	?	-12.1%	-0.4%	-3.5%	?	-1.1%	0.7	-0.9%	-3.9%
Cc1ccc(S(=O)(=O)NCCC(=O)N2CCC(Cc3ccccc3)CC2)cc1	i	?	-9.3%	-17.6%	3.7%	5.5%	0.6	5.4%	0.0%
COc1ccc(C/C(N)=N/OC(=O)CCc2ccccc2)cc1	i	4.3%	-5.8%	-16.6%	-0.4%	0.9%	-1.2	4.4%	-3.3%
O=S(=O)(c1ccc(F)cc1)c1nc(-c2ccco2)oc1Nc1ccc(F)cc1	i	14.1%	10.7%	-3.3%	?	-1.0%	0.2	4.9%	-7.0%
Cc1nc(NS(=O)(=O)c2ccc(Cl)s2)c2c3c(sc2n1)CCCC3	i	?	.	?	-0.6%	-10.4%	0.2	-5.8%	-20.0%
CNC(=O)c1sc2ncccc2c1-n1cccc1	i	.	12.9%	-0.6%	4.2%	1.0%	.	.	7.3%
CCCCCCCC[n+]1cccc(C(=O)N(CC)CC)c1	i	10.0%	.	16.4%	-0.4%	13.2%	1.2	16.9%	13.2%
COc1cc(NC(=S)NCCC(c2ccccc2)c2ccccc2)c(OC)cc1Cl	i	?	-2.8%	?	0.3%	-6.0%	0.0	2.9%	0.0%
O=C1CCCc2ccccc2N1Cc1ccc(Cl)cc1Cl	i	.	?	?	-1.1%	-1.2%	4.1	11.1%	-29.9%
Cc1cc(C(=O)Nc2cccc(O)c2)c(C)o1	i	9.2%	32.6%[activator]	-26.6%	3.2%	2.8%	-0.2	5.3%	0.7%
O=C(O)C1CCCN(C(=O)NCc2ccccc2)C1 (stereo not given)	i	3.2%	29.6%	-9.9%	0.1%	1.1%	-2.9	3.6%	1.4%
CC(C(=O)Nc1nc2ccccc2[nH]1)N1C(=O)C2CC=CCC2C1=O (stereo not given)	i	14.0%	-0.3%	-1.5%	-0.1%	-7.2%	1.0	2.3%	-11.6%
COc1ccccc1N(CC(=O)Nc1ccccc1C(=O)N1CCCC1)S(C)(=O)=O	i	1.8%	-0.4%	2.9%	-0.7%	5.7%	-1.5	12.3%	6.2%
CCn1cc(CN2CCCC(CNS(=O)(=O)Cc3ccccc3)C2)cn1 (stereo not given)	i	1.4%	7.0%	-2.6%	-0.5%	1.6%	-0.7	4.5%	-13.8%
COc1ccc(CC(=O)Nc2ccc(N3CCOCC3)cc2)cc1OC	?	-42.8%	.	-17.0%	0.1%	-1.7%	0.3	4.3%	-24.5%
CC[n+]1ccc(/C=C/c2ccc(N(C)C)cc2)c2ccccc21	8.91µM*	3.66µM*	?	6.31µM*	-1.0%	9.2µM*	-5.9	-13.2%	-40.9%
Cc1cccc(Nc2nc(-c3ccc4c(c3)OCCO4)cs2)c1	i	?	99.1%[activator]	16.9%	4.8%	2.5%	0.2	5.7%	-13.3%
C=CCSc1nc2c(C(=O)OCC)nnn2c2ccccc12	i	-10.6%	-17.9%	8.9%	4.1%	-1.2%	-0.3	-7.2%	-15.6%
Cc1c(Cl)c([N+](=O)[O-])nn1CCCC(=O)Nc1cc(Cl)ccc1Cl	i	-3.0%	19.7%	-1.5%	0.3%	1.8%	0.0	-11.5%	13.3%
Cc1ccn2c(=O)nc(SCC(=O)NC3CCCCC3)nc2c1	i	0.5%	-25.2%	-16.6%	2.6%	-4.6%	2.1	-4.5%	22.6%
CCOc1ccc(-c2cc(C(=O)NCc3ccc(C)cc3)c3ccccc3n2)cc1	i	.	1.6%	?	-0.1%	6.6%	.	.	0.2%
COC(=O)c1nc(N)sc1C	i	16.6%	-17.5%[11.3 µM]	2.9%	0.2%	2.7%	-0.7	4.7%	-18.2%
Cc1ccc(-c2csc3ncnc(SCC(=O)NCc4ccc5c(c4)OCO5)c23)cc1	?	?	6.6%	20.4%	-0.7%	1.7%	2.6	5.2%	2.6%
Cc1ccc(C)c(N2CCN(C(=O)c3ccc(CS(=O)(=O)c4ccc(Br)cc4)o3)CC2)c1	i	?	-1.5%	?	-0.3%	6.4%	.	.	-35.7%
CCC(C)(C)NC(=O)CN(CC1CCCO1)C(=O)CNS(=O)(=O)c1ccccc1 (stereo not given)	i	7.3%	1.6%	-4.4%	-0.5%	-4.8%	3.9	-6.4%	-12.3%
